RAD54 inh: inhibitors of human RAD54 branch migration, primary screen, biochemical, fluorescence, single point. DNA repair and recombination protein RAD54-like (Homo sapiens), Q92698. RAD54 Holliday junction branch migration, FAM/BHQ fluorescence. inhibition, % at 10.4 µM. actives 0.14% (n = 360,000). AID 602329, 2012;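 active = mean normalized replicate activity at least 40 and at least half of replicates scoring 40 or more; inconclusive = only one of the two criteria met; inactive = mean below 40 and under half of replicates reaching 40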;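 also: 0% = median of neutral control wells and 100% = median of positive control wells; inhibitors cause a drop in the FAM fluorescence signal; in these data hits start at about 50%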
Target sequence (Q92698 whole entry, looked up): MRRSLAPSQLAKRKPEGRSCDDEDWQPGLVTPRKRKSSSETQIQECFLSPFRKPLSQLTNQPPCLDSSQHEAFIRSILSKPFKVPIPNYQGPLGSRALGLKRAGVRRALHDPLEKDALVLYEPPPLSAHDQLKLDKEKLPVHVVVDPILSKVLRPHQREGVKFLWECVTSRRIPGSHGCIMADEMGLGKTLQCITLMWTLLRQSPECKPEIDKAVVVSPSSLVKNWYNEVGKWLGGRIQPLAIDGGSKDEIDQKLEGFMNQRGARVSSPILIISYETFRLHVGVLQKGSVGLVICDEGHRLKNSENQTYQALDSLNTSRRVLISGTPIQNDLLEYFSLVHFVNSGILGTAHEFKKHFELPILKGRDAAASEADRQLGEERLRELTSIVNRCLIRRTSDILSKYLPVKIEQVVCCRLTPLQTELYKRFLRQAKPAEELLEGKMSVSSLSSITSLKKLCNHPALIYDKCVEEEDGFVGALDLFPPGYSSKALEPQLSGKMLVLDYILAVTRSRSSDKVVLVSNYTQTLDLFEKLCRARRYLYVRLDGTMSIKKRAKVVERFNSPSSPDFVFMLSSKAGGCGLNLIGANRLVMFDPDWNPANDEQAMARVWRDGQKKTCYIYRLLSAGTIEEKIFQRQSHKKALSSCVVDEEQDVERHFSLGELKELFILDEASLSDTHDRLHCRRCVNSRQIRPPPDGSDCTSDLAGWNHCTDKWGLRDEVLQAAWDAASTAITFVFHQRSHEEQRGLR
Xi reactivation: activators of inactive X chromosome reactivation, primary screen, imaging, XiGFP fibroblasts, GFP high-content imaging, set 2; XiGFP mouse fibroblasts, % GFP-positive cells imaging, 3 d; cells co-treated with 5-aza-dC sensitizer; scaled so ellipticine positive control = 100%; activation, % at 7.58 µM; actives 0.055% (n = 360,000);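 active = mean normalized replicate activation at least 10% and every replicate at or above 10%; inconclusive = only one of the two criteria met; inactive = mean below 10% and not all replicates reach 10%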;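 also: 0% = median of on-plate neutral control wells and 100% = ellipticine 6 µM median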
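Material: XiGFP fibroblasts, SV40-immortalized; Buffer or medium: DMEM containing 5-aza-dC; Compound dosing: single point; Times: 3 days compound exposure.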
E-sel inducer: E-selectin induction in HUVECs, primary screen, imaging, HUVEC, immunofluorescence imaging, single point; P16581; normalized: neutral wells 0, TNF-alpha wells 100; activation, % at 7.58 µM; actives 0.37% (n = 260,000); AID 686992, 2013;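 active = mean E-selectin-positive cell signal at least 10% of the positive control, reached in at least 60% of replicates, without over 20% cell loss; inconclusive = no rule given, readout overlaps actives, possibly toxicity-flagged; inactive = the rest, including those meeting only one limit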;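 also: in these data hits start at about 27%; measured in HUVEC primary endothelial cells; signal is the percent of cells scored E-selectin positive by PE staining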
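Test system: HUVEC; input: 3,000 HUVEC/well; measured by: immunofluorescence imaging; read-out: % PE-positive cells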
GSIS activator: GLuc luminescence reporter in INS-1E cells, primary screen for activators of glucose-dependent secretion of insulin. INS-1E GLuc reporter insulin secretion, 2-3 h. activation, % at 16.6 µM. actives 0.61% (n = 370,000). AID 743287, 2014;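 active = lowest replicate activation of at least 40%, so every replicate reaches that level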;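 also: 0% = median of neutral control wells and 100% = median of IBMX positive control wells; some compounds called inactive have numbers as strong as hits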
DENV2 CPE rescue: inhibitors of DENV2 cytopathic effect, primary screen, cell-based, plate reader, single concentration; DENV2-infected cells, cytopathic effect rescue; CPE inhibition, % at 9.99 µM; actives 1.7% (n = 350,000); in the data active = CPE inhibition above about 20%, passing the limit was not always enough; inconclusive = no clear call, values can overlap the other calls; tested in BHK-21 cells;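 also: 0% = median of neutral control wells and 100% = median of positive control wells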
CFTR F508del cor: F508del CFTR correction, initial screen, CFBE line, single point; actives 0.36% (n = 350,000); activity (quench increase), % at 7.58 µM; CFBE cells, YFP halide quenching; stimulated with forskolin plus potentiator P3; % fluorescence drop versus neutral controls;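 active = mean added fluorescence quench of at least 8% versus neutral control, with both replicates also reaching 8%; inconclusive = only one of the mean or replicate conditions met; inactive = mean below 8% and not both replicates reaching 8%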;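 also: cells transiently co-express mutant CFTR-F508del with the halide-sensitive YFP; corrector assay measuring rescue of mutant channel to the surface after 24 h compound exposure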
RAD52 inh: RAD52 DNA annealing inhibitors, primary screen, biochemical, FRET, single point, set 2; inhibition, % at 18.7 µM; actives 0.46% (n = 360,000); DNA repair protein RAD52 homolog (Homo sapiens), P43351; recombinant RAD52 DNA annealing, FRET fluorescence;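 active = every replicate showing at least 50% inhibition; inconclusive = mean inhibition at least 50% but not in every replicate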
CASP6 VEID inh: human caspase-6 inhibitors, primary screen, biochemical, VEID-R110 fluorescence, single point, set 2 | AID 686996, 2013 | P55212 | purified caspase-6, Z-VEID-R110 cleavage fluorescence | inhibition, % at 12.5 µM | actives 0.53% (n = 350,000);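 active = mean inhibition across replicates at least about 35%, with every replicate also reaching that limit, limit read from the data; inconclusive = only one of the two criteria met; inactive = neither criterion met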;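 also: 0% = median of neutral control wells and 100% = no fluorescence left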
Target sequence (P55212 24-179 limits assumed): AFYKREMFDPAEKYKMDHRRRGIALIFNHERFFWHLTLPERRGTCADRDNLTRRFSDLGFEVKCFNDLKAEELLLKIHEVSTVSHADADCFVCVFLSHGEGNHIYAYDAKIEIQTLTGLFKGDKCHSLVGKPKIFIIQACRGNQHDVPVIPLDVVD
Target sequence (P55212 194-293 limits assumed): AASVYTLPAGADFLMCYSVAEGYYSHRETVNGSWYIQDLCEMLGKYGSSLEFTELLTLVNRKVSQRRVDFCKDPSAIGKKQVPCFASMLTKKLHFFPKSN
The depositor's hits bear a star; ? = inconclusive; · = no result given; & = joins results of further samples.

The line under a structure holds: RAD52 inh	RAD54 inh	CASP6 VEID inh	CFTR F508del cor	GSIS activator	Xi reactivation	E-sel inducer	DENV2 CPE rescue
> CC(C)NC(=O)N(C)C[C@H]1Oc2c(NC(=O)C3CCOCC3)cccc2C(=O)N([C@@H](C)CO)C[C@H]1C
    8.2	-12.9	-0.7	0.1	5.3	0.1	0.0	-2.7
> COC(=O)[C@]12CCCCC=C1N(Cc1ccc(Cl)cc1Cl)C(=O)[C@H](CC(=O)N1CCC(c3ccccc3)CC1)C2
    -10.6	·	3.6	4.1	-1.3	-0.1	-0.2	4.1
> CCn1c(SCC(=O)OC(C)C)nnc1-c1ccccc1
    -14.0	7.3	-2.9	-1.2	-1.9	-0.1	·	-1.6
> COc1ccc(NC(=O)/C(C#N)=C\c2cc(C)n(-c3ccc(Oc4ccc([N+](=O)[O-])cn4)cc3)c2C)cc1
    -6.8	-8.2	-2.2	·	-0.4	·	·	·
> CCOC(=O)c1cc([N+](=O)[O-])sc1NC(=O)c1ccc(S(=O)(=O)N2CC3(C)CC2CC(C)(C)C3)cc1 (centres undefined)
    -25.0	·	-3.6	-0.7	·	0.0	·	30.1*
> O=C(NCCCN1CCCCC1)c1ccc(CS(=O)c2ccc(Cl)cc2)o1 (centres undefined)
    -1.6	-0.7	-32.3	-0.6	2.1	0.2	0.0	10.9
> Cc1ccc(C)c(SCC(=O)Nc2cc(S(=O)(=O)N3CCOCC3)ccc2C)c1
    -5.7	·	5.8	-2.3	1.8	0.3	·	-5.6
> O=C(NNc1cccc(Cl)n1)Nc1ccc(F)cc1
    -9.2	3.6	-3.3	-1.0	·	0.0	0.1	10.3
> CCCNC(=O)C[C@@H]1CC[C@@H]2[C@H](COC[C@H](O)CN2C(=O)c2cc(Cl)cc(Cl)c2)O1
    -2.7&-19.4	4.6	1.3&0.2	0.9&-4.0	-3.6&6.5	0.1&-0.1	0.1&0.4	-6.5&-3.5
> CC(C)(C)OC(=O)N1CCC[C@@H]1C(=O)NCc1ccccc1Cl
    -1.5	·	-4.5	5.6	7.0	-0.1	-0.1	1.1
> O=C(C[C@H]1C=C[C@H](NC(=O)C2CC2)[C@@H](CO)O1)NCc1ccncc1
    -9.7	-6.7	-0.5	-2.0	7.0	0.0	0.1	4.3
> CC1=C(C(=O)OCc2ccccc2)C(c2ccccc2Cl)NC(=O)N1CCCCCC(=O)O (centres undefined)
    -8.7	-0.3	2.7	-1.3	-19.6	0.0	-0.2	6.1
> Cc1ccc(C(=O)N/C(=C\c2ccc(-c3ccc(Br)cc3)o2)C(=O)NCCCN(C)C)cc1
    -44.3	·	-22.7	-2.7	27.0	3.2	2.2	-1.7
> O=C(CC(NC(=O)c1ccccc1)c1ccccc1)Nc1ccc(F)c(F)c1 (centres undefined)
    -8.6	·	0.5	·	8.6	0.1	·	-9.4
> C[C@H](CO)N1C[C@H](C)[C@@H](CN(C)S(=O)(=O)c2ccc(F)cc2)Oc2ccc(NS(=O)(=O)c3ccccc3)cc2CC1=O
    ·	1.3	·	1.4	-17.9	0.1	0.0	·
> Cc1nc(CN2CCCC2=NC#N)n(-c2ccccc2)n1
    -1.6	0.6	-3.1	-1.8	2.9	·	·	4.6
> Cc1noc(C)c1S(=O)(=O)Nc1ccc2c(c1)C(=O)N([C@@H](C)CO)C[C@@H](C)[C@@H](CN(C)S(=O)(=O)c1ccc(F)cc1)OCCCC[C@@H](C)O2
    41.6	-5.4	-0.4	2.7	-10.2	0.1	0.2	-8.3
> Cc1ccc(/C=C/C(=O)OCC(=O)N(CC(C)C)c2c(N)n(Cc3ccccc3)c(=O)[nH]c2=O)o1
    -24.1	0.9	8.7	2.5	-2.2	0.0	0.0	-5.8
> N#Cc1ccc(NC(=O)Cn2cnc([N+](=O)[O-])c2)cc1
    -8.8	6.0	-0.3	-2.4	13.1	0.0	·	-0.1
> CC(C)NC(=O)N(C)C[C@H]1Oc2cc(C#CC3CC3)ccc2S(=O)(=O)N([C@H](C)CO)C[C@H]1C
    -2.8	-3.6	1.7	3.1	-5.7	0.4	-0.1	-8.6

Records listed so far that bear a hit mark in DENV2 CPE rescue.
| structure | RAD52 inh | CASP6 VEID inh | CFTR F508del cor | GSIS activator | DENV2 CPE rescue |
| --- | --- | --- | --- | --- | --- |
| CCOC(=O)c1cc([N+](=O)[O-])sc1NC(=O)c1ccc(S(=O)(=O)N2CC3(C)CC2CC(C)(C)C3)cc1 (centres undefined) | -25.0 | -3.6 | -0.7 | · | 30.1* |

(cont.)
The line under a structure holds: RAD52 inh	RAD54 inh	CASP6 VEID inh	CFTR F508del cor	GSIS activator	Xi reactivation	E-sel inducer	DENV2 CPE rescue
> CCc1ccc2c(c1)NC(=O)C2(C)Cc1ccccc1 (centres undefined)
    -13.2	-2.9	1.6	-0.1	-16.6	-0.1	0.0	7.7
> CN(C)CC(=O)N1[C@@H](C#N)[C@H](c2ccccc2-c2cccc(C(=O)N(C)C)c2)[C@@H]1CO
    -13.0	·	3.6	-0.7	5.1	0.1	0.0	-4.9
> CCN1C(=O)CSC1=Nc1ccc(C(=O)O)cc1
    2.4	-4.7	-3.7	-0.4	·	0.1	-0.1	10.9
> C[C@H]1CN([C@@H](C)CO)C(=O)Cc2cc(NC(=O)Nc3cccc4ccccc34)ccc2O[C@@H]1CN(C)S(=O)(=O)c1cn(C)cn1
    -8.1	1.6	-0.6	-2.6	6.9	0.0	0.0	1.8
> Cc1cc(C)n(-c2nc(C(F)(F)F)nc3ccccc23)n1
    -5.5	-13.1	2.7	-1.4	8.3	0.0	-3.9	2.3
> COc1cc(OC)cc(-c2c(-c3ccc(F)cc3)c3cc(Br)ccc3n2C)c1
    -12.3	8.6	0.6	-1.9	6.9	-0.3	0.4	?
> COc1cccc(CN(CC(=O)NCc2ccccc2)C(=O)c2csnn2)c1
    -1.5	4.1	-0.9	-0.8	-13.5	0.0	·	0.7
> COc1ccc(NC(=O)N(C)C[C@H]2Oc3c(NC(=O)C4CCOCC4)cccc3C(=O)N([C@H](C)CO)C[C@@H]2C)cc1
    7.0	-1.2	1.6	-2.3	18.4	0.4	0.1	-4.6
> COc1ccc(S(=O)(=O)N2CCCCC2)cc1NC(=O)CNc1ccc(F)cc1C
    -11.1	-11.0	1.3	-3.0	-9.9	-0.1	0.7	11.2
> COc1ccc(CCn2c(-c3ccncc3)n[nH]c2=S)cc1OC
    -4.4	·	-1.6	0.8	-2.7	-0.6	-0.5	14.0
> Fc1ccc([C@@H]2CCNC[C@H]2COc2ccc3c(c2)OCO3)cc1
    13.8&0.6&9.4	24.2&5.1&3.3	1.0&4.3	2.8&0.3&-3.2	·	0.1&-0.1&0.0	0.2&1.3&1.3	2.7&6.9&-9.1
> NC(c1ccccc1)c1cccnc1 (centres undefined)
    -2.1	-11.7	-3.2	-1.5	·	0.1	0.1	-2.3
> CCOC(=O)C1CC2=C(CCCC2=O)NC1=O (centres undefined)
    -11.8	-2.0	7.2	2.6	5.7	0.0	3.3	-6.0
> C[C@H](CO)N1C[C@H](C)[C@@H](CN(C)Cc2ccc(C(=O)O)cc2)Oc2ccc(NC(=O)Nc3ccc4c(c3)OCO4)cc2CC1=O
    -3.1	2.5	4.5	-2.5	15.8	-0.8	·	·
> CNC(=O)C[C@@H]1CC[C@H]2[C@@H](COC[C@H](O)CN2Cc2ccc(Cl)c(Cl)c2)O1
    11.6	-14.0	0.0	0.0	3.1	0.3	0.0	-0.4
> CC(C)Cc1cc(C(=O)Nc2sc3c(c2C#N)CCCC3)no1
    -10.8	4.3	-0.8	1.2	·	-0.1	2.1	-15.0
> Cc1noc(C)c1NC(=O)Nc1ccc2c(c1)C(=O)N([C@H](C)CO)C[C@H](C)[C@H](CN(C)S(=O)(=O)c1ccc(F)cc1)O2
    -5.6	9.7	2.4	2.0	-1.3	0.0	-0.1	1.1
> O=C(NCCSCc1ccc(Cl)cc1Cl)c1ccc(CN2CCOCC2)cc1
    -6.8	-4.9	1.1	·	-7.9	·	·	·
> Cc1ccc(S(=O)(=O)Nc2ccc3c(c2)C(=O)N([C@H](C)CO)C[C@@H](C)[C@H](CN(C)C(=O)Nc2ccc(F)cc2)OCCCC[C@@H](C)O3)cc1
    -15.9	-5.5	-3.1	-2.3	-6.5	0.2	·	-3.4
> CC(/C=N/NC(=O)CCn1nnc2ccccc21)=C\c1ccccc1
    -8.1	·	-0.7	-1.2	-6.9	0.2	0.1	-5.5
> O=C1NCCN1CCNc1nc(NCC2CC2)nc2cc(-c3ccccc3)sc12
    -33.6	1.5	-0.9	-2.3	11.4	0.0	0.3	-8.1
> CCOC(=O)c1c(C)oc2c1c(CN1CCN(CCO)CC1)c(O)c1ccccc12
    -4.5	·	2.0	-2.9	-7.8	0.0	0.3	14.5
> COc1ccc(CC(C)Nc2ccccc2F)cc1 (centres undefined)
    -5.7	-3.1	0.2	2.6	-0.5	0.1	0.1	-0.2
> C[C@@H]1CCCCO[C@@H](CN(C)S(=O)(=O)c2ccc(F)cc2)[C@@H](C)CN([C@@H](C)CO)C(=O)c2cc(NC(=O)C3CCCCC3)ccc2O1
    -12.6	-1.5	1.3	-0.4	0.5	0.0	0.1	13.6
> C[C@@H]1CN([C@H](C)CO)C(=O)c2cc(NC(=O)Nc3ccc(C(F)(F)F)cc3)ccc2O[C@@H](C)CCCCO[C@H]1CN(C)S(C)(=O)=O
    -8.5	-4.7	1.8	-4.1	-5.2	0.1	0.7	8.8
> CCOC(=O)/C(=C(/C)N)C1CC(=O)NC1=O (centres undefined)
    -20.2	12.5	2.8	-2.3	2.6	-0.1	-0.1	-2.0
> COc1ccc(/C=C/C(=O)NC(=S)Nc2ccc(Br)cn2)cc1
    -12.3	-2.8	0.0	0.2	-5.4	-0.1	·	-3.6
> CCC(CO)Oc1cc(NC(=O)c2cccc([N+](=O)[O-])c2)c2ncn(C(C)C)c2c1 (centres undefined)
    -2.4	-1.4&-4.0	0.2	2.0	3.3	-0.7	-0.1	3.4
> CSc1nc2nc(-c3cccs3)cc(C(F)(F)F)c2c(=O)[nH]1
    -6.1	0.1	-3.1	2.5	21.6	0.1	·	-0.5

High-throughput results (PubChem BioAssay)
